N-glyco inh – N-linked glycosylation inhibition; D54 ERlucT glycosylation luciferase reporter, 24 h; percent of 100 nM tunicamycin response; reporter increase, % at 12.5 µM; actives 0.23% (n = 360,000); AID 588692;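 active means mean luciferase reporter signal, scaled so untreated is 0 and the glycosylation-blocking control 100, at or above a set limit in every replicate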;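 further: luciferase carries N-glycosylation sites so blocking glycosylation raises the light; 0% = median of neutral control wells and 100% = median of 100 nM tunicamycin wells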
ABHD5-PLIN5 inh – inhibitors of human ABHD5-perilipin-5 interaction; AID 602281; Split G. princeps luciferase complementation, luminescence, 4 h; inhibition, % at 4 µM; Q00G26+Q8WTS1; actives 0.78% (n = 360,000);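 active means inhibition above the mean inhibition across every tested compound plus 3 SD, cut at about 22% in these data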;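 further: 0% = DMSO only wells and the 100% control is not disclosed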
MC4R antag cAMP – blocks human MC4R cAMP signaling; actives 0.48% (n = 360,000); P32245; AID 540295; MC4R-expressing cells, MTII-stimulated cAMP, LANCE TR-FRET; inhibition, % at 6.5 µM;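 active means inhibition above its plate's cutoff, the mean of tested wells on that plate plus 3 SD, cut at about 29% in these data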;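 further: 0% = Melanotan II alone and 100% = Melanotan II plus saturating MCL0020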
Target sequence (P32245 whole entry, looked up): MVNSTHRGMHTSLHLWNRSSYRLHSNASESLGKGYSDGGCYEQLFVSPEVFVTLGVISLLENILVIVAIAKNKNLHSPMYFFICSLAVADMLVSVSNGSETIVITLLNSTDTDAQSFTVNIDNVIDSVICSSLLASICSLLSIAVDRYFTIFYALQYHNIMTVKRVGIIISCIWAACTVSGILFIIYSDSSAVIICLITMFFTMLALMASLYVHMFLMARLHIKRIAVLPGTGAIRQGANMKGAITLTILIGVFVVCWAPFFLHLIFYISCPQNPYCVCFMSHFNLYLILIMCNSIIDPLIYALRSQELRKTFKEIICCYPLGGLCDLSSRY
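Test system: U2OS cells stably expressing human melanocortin 4 receptor (MC4R); also added: Melanotan II challenge; compound: 6.5 µM single dose; timing: 30-min compound preincubation, 1-h Melanotan II challenge, 1-h detection, room temperature; signal: Eu-cAMP/anti-cAMP TR-FRET, emission 671 nm; repeats: one well per compound, no replicates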
Vif inh – HIV Vif inhibition | AID 602346 | inhibition, % at 7.49 µM | actives 0.35% (n = 340,000) | HEK293T cells, Vif self-association by quenched fluorescence, imaging, 24 h; in the data active means inhibition above about 50%, passing the limit was not always enough; further: some results filed as inactive read as strong as hits
ABCB6 inh 2 – human ABCB6 transporter inhibition; K562-ABCB6 porphyrin accumulation, flow cytometry, 1 h; hits give low values; AID 602162; actives 0.19% (n = 360,000); fluorescence ratio to DMSO, % at 10 µM; Q9NP58;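 active means fluorescence ratio to DMSO below 75%, the collection mean minus 3 SD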;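 further: signal is porphyrin accumulated inside mitochondria; 100% equals median channel fluorescence of DMSO control wells; lower ratio means ABCB6 inhibition with less porphyrin fluorescence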
MC4R ag barr – human MC4R agonism via beta-arrestin | P32245 | U2OS MC4R beta-arrestin complementation, luminescence; percent of melanotan II response, DMSO zero | activation, % at 8.9 µM | actives 0.98% (n = 360,000) | AID 540308;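 active means activation above a per-plate cutoff, the mean activation of sample wells on that plate plus 3 SD, cut at about 8% in these data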
TLR9-MyD88 inh – blocks human TLR9 binding to MyD88 | Q9NR96+Q99836 | CHO BLA complementation TLR9-MyD88, CCF4 FRET ratio | inhibition, % at 4.98 µM | actives 0.21% (n = 340,000);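 active means inhibition above the mean over all tested compounds plus 3 SD, cut at about 21% in these data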;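 further: 0% = DMSO only wells and 100% = clavulanate BLA inhibitor control wells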
aDG glyco act – increases alpha dystroglycan glycosylation; Pro5-aDG cells, alpha-DG glycosylation AlphaScreen (IIH6); 0% Pro5, 100% B10-LARGE cell signal; activation, % at 10 µM; actives 0.22% (n = 360,000); AID 624168;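 active means activation of at least 8% versus controls, or a plate z-score of at least 8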;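 further: Pro5 are CHO cells carrying HIG-tagged alpha-DG that lacks glycosylation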
NOD2-RIPK2 inh – blocks binding of human NOD2 to RIPK2 | CHO BLA complementation NOD2-RIPK2, CCF4 ratio | AID 624267 | actives 0.38% (n = 360,000) | inhibition, % at 4.98 µM; in the data active means inhibition above about 21%;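 further: 0% = vehicle only and 100% = reference blocker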
Target sequence (O43353 whole entry, looked up): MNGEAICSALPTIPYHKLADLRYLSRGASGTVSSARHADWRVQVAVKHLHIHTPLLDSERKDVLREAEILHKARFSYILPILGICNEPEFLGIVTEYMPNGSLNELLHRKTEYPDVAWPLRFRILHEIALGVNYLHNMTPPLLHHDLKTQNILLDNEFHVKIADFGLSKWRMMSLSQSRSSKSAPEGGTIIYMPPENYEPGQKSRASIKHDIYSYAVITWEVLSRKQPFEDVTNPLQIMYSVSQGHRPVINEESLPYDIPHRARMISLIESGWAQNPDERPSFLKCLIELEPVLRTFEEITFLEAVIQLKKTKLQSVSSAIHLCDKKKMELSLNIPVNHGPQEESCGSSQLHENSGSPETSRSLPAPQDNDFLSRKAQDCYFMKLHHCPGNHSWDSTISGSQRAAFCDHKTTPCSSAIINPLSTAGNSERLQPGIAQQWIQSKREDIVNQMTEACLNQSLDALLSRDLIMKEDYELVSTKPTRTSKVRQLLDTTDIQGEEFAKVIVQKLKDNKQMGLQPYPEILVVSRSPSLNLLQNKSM
Exocytosis inh – blocks lytic granule exocytosis; inhibition, % at 10 µM; TALL-104 LAMP-1 surface exposure, flow cytometry; cells stimulated with thapsigargin and PMA; actives 0.66% (n = 360,000); AID 651702;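 active means inhibition above about 55%, limit read from the data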
Active calls of the source: *; · = no result given. This is a subset, so the mix of outcomes need not match the whole.

A first look:
SMILES	N-glyco inh	ABHD5-PLIN5 inh	MC4R antag cAMP	Vif inh	ABCB6 inh 2	MC4R ag barr	TLR9-MyD88 inh	aDG glyco act	NOD2-RIPK2 inh	Exocytosis inh
COc1cc([N+](=O)[O-])ccc1NC(=O)C[n+]1ccccc1C	0	0	-4	10	102	0.3	5	-0.2	1	-2
O=C(NCCOc1ccccc1)C1Nc2ccc(C(F)(F)F)cc2C2c3ccccc3CC12 (configuration not stated)	-6	-7	0	-4	95	-0.7	-6	-0.1	-4	1

The listing, previewed entries included:
SMILES	N-glyco inh	ABHD5-PLIN5 inh	MC4R antag cAMP	Vif inh	ABCB6 inh 2	MC4R ag barr	TLR9-MyD88 inh	aDG glyco act	NOD2-RIPK2 inh	Exocytosis inh
COc1cc([N+](=O)[O-])ccc1NC(=O)C[n+]1ccccc1C	0	0	-4	10	102	0.3	5	-0.2	1	-2
O=C(NCCOc1ccccc1)C1Nc2ccc(C(F)(F)F)cc2C2c3ccccc3CC12 (configuration not stated)	-6	-7	0	-4	95	-0.7	-6	-0.1	-4	1
COc1ccccc1CC1S/C(=N/N=C/c2ccco2)NC1=O (configuration not stated)	4	-1	-7	-2	90	-2.2	-3	0.0	9	-3
CC1(C)Cc2c(cnn2-c2ccc(F)cc2)C(NC(=O)CCc2ccncc2)C1 (configuration not stated)	-2	1	-1	-1	101	-2.1	-1	0.1	-10	-1
NS(=O)(=O)c1ccc(NC(=S)NC(=O)c2cccc(Br)c2)cc1	1	2	13	20	99	-2.6	0	0.0	-7	0
CC(C)(C)NC(=O)Cn1ccc(=N)c2ccccc21	0	-3	-7	-1	87	-1.8	-2	0.3	-4	0
S=c1[nH]nc(-c2cc(-c3ccccc3)n[nH]2)n1/N=C/C=C/c1ccccc1	0	-6	12	3	99	-1.4	5	-0.2	5	-8
Cc1cc(NC2C3CC4CC(C3)CC2C4)n2nnnc2n1 (configuration not stated)	1	0	2	-3	100	-0.8	-10	0.0	-4	-5
c1ccc(-c2nnc(N3CCN(c4ccccc4)CC3)nc2-c2ccccc2)cc1	-1	-5	15	-4	95	-0.7	·	-0.2	2	6
CC1CC(CCC(=O)NC(=S)Nc2ccc(Cl)cn2)C(=O)O1 (configuration not stated)	1	7	-4	-2	100	-1.3	14	0.0	-2	1
COCc1nn2c(N)c(C#N)cnc2c1-c1ccccc1	-1	1	10	10	98	1.2	-20	0.0	-10	-1
Cc1c(CC(=O)N2CCN(C(=O)C3COc4ccccc4O3)CC2)c(=O)oc2cc(O)ccc12 (configuration not stated)	0	-1	0	8	100	-2.9	-14	-0.2	-3	2
O=C(C1=C[C@@H](c2ccccc2)C[C@@H](OCc2ccc(CO)cc2)O1)N1CCCCCCC1	3	-12	-2	0	96	-1.5	1	-0.3	-6	-1
COC(=O)c1ccc(CNC(=O)COC(=O)c2cc(Cl)ccc2O)cc1	0	1	5	-3	95	1.0	-3	0.0	-5	3
COCCNC(=O)c1c(CSc2ccccc2)noc1C(=O)NCc1ccccc1	4	1	7	·	95	-1.3	-2	0.2	-4	-4
O=C(C1CCCO1)N1CCN(c2c3c(nc4cc(-c5ccc(F)cc5)nn24)CCC3)CC1 (configuration not stated)	-6	-4	9	2	99	-1.5	4	-0.1	-3	-1
CC(C)(C)c1ccc(C(CC(=O)O)NC(=O)C23CC4CC(CC(C4)C2)C3)cc1 (configuration not stated)	-1	4	0	-3	101	-1.4	-3	0.0	-7	4
CCOC(=O)C1CCCN(C(=O)C2COc3ccccc3O2)C1 (configuration not stated)	1	1	15	-5	99	-1.1	4	-0.1	-9	2
COc1cccc(/C=C2\SC(=S)N(NS(=O)(=O)c3ccc(C)cc3)C2=O)c1OC	0	-5	6	6	101	-3.1	-4	-0.1	-7	-11
CCc1ccc(S(=O)(=O)NCCc2cn3ccsc3n2)s1	0	2	-1	·	99	-0.5	6	0.1	10	-3
Cc1ccc([C@H]2C[C@H](O)[C@@H](n3cc(C4CC4)nn3)CN2C(=O)c2cccs2)cc1	1	6	3	5	93	1.6	-3	0.2	-15	-6
O=C(Nc1nccs1)c1ccc(-c2ccc(Cl)cc2)o1	-6	-3	0	-1	93	-2.8	-8	0.0	2	-2
Cc1ccc(S(=O)(=O)N2[C@@H](c3ccc(F)cc3)C(C(=O)O)=CC[C@H]2c2ccc(C(C)C)cc2)cc1	3	0	-5	-5	100	-1.3	-7	0.0	3	0
CS(=O)(=O)c1[nH]nc(-c2ccccc2Cl)c1C#N	1	5	-2	7	106	0.1	·	-0.1	-19	1
COc1ccccc1N1CC(C(=O)Nc2nnc(SCC(=O)N3CCOCC3)s2)CC1=O (configuration not stated)	0	-2	7	-15	100	-3.8	-8	0.3	-14	0
Cc1oc(-c2ccoc2)nc1CN(Cc1ccccc1)CC1CC1	0	2	9	-8	103	-0.1	3	-0.5	-2	-1
O=C(CN(c1cccc(Br)c1)S(=O)(=O)c1ccccc1)N/N=C/c1cc([N+](=O)[O-])ccc1O	-4	0	21	-2	103	-0.3	·	-0.3	-8	14
O=C(CCS(=O)(=O)c1ccccc1)Nc1nc2ccc(F)cc2s1	-13	-7	0	-3	99	-3.2	-3	0.9	-2	8
CCN(CC)c1cc(C)c2cc(NC(=O)c3ccccc3F)ccc2n1	2	8	9	8	100	-2.2	11	0.6	0	50
Cc1c(C(=O)Nc2cccc([N+](=O)[O-])c2)sc2ncn(CC(=O)N3CCOCC3)c(=O)c12	-3	13	-3	5	102	0.3	4	-0.1	-13	-12
COc1cc(C(=O)N2CCN(C(=O)c3cc(-c4ccccc4)n[nH]3)CC2)cc(OC)c1OC	3	-1	4	-4	96	-3.1	-9	-0.2	-8	-3
COc1cccc(S(=O)(=O)NCc2ccc(C(=O)Nc3cccc(Cl)c3)cc2)c1	-4	-5	17	-1	92	7.1	-10	4.7*	4	3
COc1ccc(CN2C(=NC(=O)C3CC3)SC3CS(=O)(=O)CC32)cc1OC (configuration not stated)	-1	6	13	2	95	1.6	0	-0.1	2	-6
CCCN1CCC(N(CCc2ccccc2)Cc2ccccc2)CC1	-5	-10	1	12	101	2.2	-2	-0.1	7	51
Cc1cccc(NC(=O)C(=O)NCC2CCCN2S(=O)(=O)c2ccccc2)c1 (configuration not stated)	-2	0	2	-8	97	-2.1	-12	0.3	-6	0
COCCSc1nnc(NC(=O)Cc2ccc(OC)c(OC)c2)s1	1	-6	18	-3	100	0.1	-5	-0.1	9	-2
CCCn1c(=O)[nH]c(=O)c2c1nc(-c1ccc3c(c1)OCCO3)n2CCN1CCOCC1	0	3	3	-4	98	-1.7	0	-0.1	-5	-3
CSc1nnc(SCC#N)s1	2	-1	10	45	96	-0.3	·	0.0	-6	-4
COc1ccccc1NS(=O)(=O)c1cc(C(=O)NC2CC(C)(C)NC(C)(C)C2)ccc1Cl	1	4	11	19	102	0.3	2	0.1	-8	-4
O=C(Cc1ccc(Cl)cc1)Nc1ccccc1Sc1ccccc1	-8	-6	9	-6	97	-0.5	-2	0.3	-3	3
CS(=O)(=O)N(CC(=O)N1CCN(Cc2ccccc2)CC1)C1CCCCC1	1	2	6	3	104	-1.2	0	0.2	2	-4
Cc1c(N2C(=O)C3C4C=CC(C4)C3C2=O)c(=O)n(-c2ccccc2)n1C (configuration not stated)	1	13	9	-9	102	3.0	4	-0.1	-19	3
COc1cccc(NC(=O)C2CCCN(S(=O)(=O)c3ccc(-n4cnnn4)cc3)C2)c1 (configuration not stated)	-1	2	-1	-6	90	-0.1	0	0.0	6	-3
Cc1ccccc1Nc1cc(C(=O)NCc2ccco2)c2ccccc2n1	5	-3	2	1	95	-1.2	1	0.2	1	0
Cc1onc(-c2c(Cl)cccc2Cl)c1C(=O)NC1CCCCC1	-3	5	-1	-12	93	-1.1	2	0.0	-6	1
CC(C)C(NS(=O)(=O)c1cccs1)C(=O)NCCCN1CCCCCC1 (configuration not stated)	1	-4	3	-12	98	-0.2	-2	-0.1	-6	-4
COc1ccc(S(=O)(=O)NCC2CCCN(C(=O)c3occc3C)C2)cc1 (configuration not stated)	1	2	0	-13	94	-2.7	1	-0.2	-3	-2
N#CCNC1CC(=O)N(c2ccc(F)cc2)C1=O (configuration not stated)	2	4	9	-8	96	-2.0	-4	0.0	-3	-8
O=C1c2ccccc2C(=O)N1CN(C(=O)COc1ccc(Cl)cc1Cl)c1cccc(F)c1	-3	-5	13	-4	100	-2.8	9	0.0	-13	-1
CCNc1nc(NCC)nc(N(C#N)CCOc2ccccc2)n1	0	2	-5	-2	84	-3.1	-1	0.6	6	1
O=C(CN1C(=O)NC2(CCCC2)C1=O)Nc1ccc(F)c(Cl)c1	0	2	-9	-12	91	0.0	0	0.3	-5	-2
CC(=O)NC(CC(=O)NC1CCCc2ccccc21)c1ccccc1 (configuration not stated)	2	2	-4	-7	99	0.8	-6	0.2	-4	0
O=C1CCN(Cc2nc(-c3ccc(Cl)cc3)no2)CCN1	-1	9	0	16	83	-0.6	4	1.7	10	7
CN(CC(=O)Nc1ccccc1Cl)C(=O)COC(=O)CN1C(=O)NC2(CCCC2)C1=O	2	-8	5	9	101	-1.9	-4	0.0	-4	-22
NC(=O)c1oc2ccc(Cl)cc2c1NC(=O)CN1CCOCC1	-2	4	0	12	90	-3.6	-5	0.2	-2	-6
Cc1cccc(C)c1NC(=O)CNC(=O)CCC(=O)N1CCOCC1	1	-12	19	-6	103	-2.6	-5	-0.2	5	-6
O=C(O)c1cc(S(=O)(=O)N2CCCCCC2)c(Cl)cc1Cl	2	3	2	·	96	-0.3	-6	0.6	-8	2
CCOC(=O)C1CCN(Cc2cnc(Oc3ccc(N)cc3)s2)CC1	0	-4	14	-2	103	-0.1	7	-0.2	-7	-2
O=C(NCc1cccs1)C1Cc2c(-c3ccccc3Oc3ccccc3)ccnc2O1 (configuration not stated)	-3	-6	3	-1	101	0.0	·	1.8	1	-5
CC1(C)CC(=O)C(C2C3=C(CC(C)(C)CC3=O)Oc3ccc4ccccc4c32)C(=O)C1 (configuration not stated)	-4	-1	4	2	74*	-1.2	-2	0.7	-11	-2
(next part)
SMILES	N-glyco inh	ABHD5-PLIN5 inh	MC4R antag cAMP	Vif inh	ABCB6 inh 2	MC4R ag barr	TLR9-MyD88 inh	aDG glyco act	NOD2-RIPK2 inh	Exocytosis inh
COc1cc(-c2cc(OC)c(O)c(OC)c2)cc(OC)c1O	20	-8	-1	8	93	-2.7	5	0.8	0	5
COc1ccc(S(=O)(=O)Nc2ccccc2C(=O)N2CCOCC2)cc1F	2	8	3	-4	92	-0.6	6	0.0	1	0
CC1(C)CC(NC(=O)c2ccccc2Cl)CC(C)(C)N1	0	-1	-9	-25	98	-0.2	5	0.0	-2	-7
O=C(CN1C(=O)C2CCCCC2C1=O)Nc1ccccc1C(=O)O (configuration not stated)	3	-6	3	1	98	-0.3	1	-0.2	2	-20
Cn1cccc1/C=C1\CCc2ccccc2C1=O	-17	-4	6	-3	99	-0.3	2	-0.1	0	14

Source: PubChem BioAssay (several laboratories)
